Bioassay records: PubChem, National Center for Advancing Translational Sciences (NCATS)
IL2 activator: qHTS of IL-2 Activators. 360,000 compounds, 0.065% hits. IL-2 activation reporter assay, cell-based qHTS; stimulated with anti-CD3/CD4/CD28 beads; in transgenic mouse T cells. AID 652025, 2013. activation, % (series mostly up to about 46 µM); in the data active = activation above about 50%; inconclusive = mostly about 30% to 49%; also: 0% is about no effect
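Readout is EGFP and DsRed signal by fluorescent plate cytometry after 18 h at 37 degrees C. Transgenic mouse T cells (750/well) received compound for 60 min before bead stimulation (anti-CD3, anti-CD4, anti-CD28); memory T cells served as non-tolerant control.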
PLK1 PBD block: qHTS for Inhibitors of PLK1-PDB (polo-like kinase 1 - polo-box domain): Primary Screen | Potency, µM, without a hit: max response, negative = inhibition, most hits filed as inhibitors | 360,000 compounds, 2.8% hits | Serine/threonine-protein kinase PLK1 (Homo sapiens), P53350 | Plk1 PBD binding of FITC phosphopeptide, fluorescence polarization; also: potency is read from the fitted curve at half-maximal effect; series mostly up to about 57 µM; % is scaled to controls: 0 for no effect and ±100 for the full control effect; nearly all actives have a fitted effect of over 65% in size
PI5P4Ka inh: qHTS for Inhibitors of phosphatidylinositol 5-phosphate 4-kinase (PI5P4K). AID 652105, 2013. max response, %. 330,000 compounds, 1.2% hits. PI5P4Kalpha enzyme, ADP-Glo luminescence, 60 min; stronger effect = lower value; active = max response of -50% or lower; inconclusive = between -30% and -50%; inactive = -30% or higher; also: value at the top dose of about 77 µM; % is scaled to controls: 0 for no effect and ±100 for the full control effect
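PI5P4Kalpha ADP-Glo assay; 5 microM ATP final; 60 min RT reaction; HEPES pH 7.4/EGTA/CHAPS, 5% DMSO; controls lacking substrate or enzyme; luminescent end-point.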
WRN inhibitor: qHTS for Inhibitors of WRN Helicase | AID 651768, 2012 | WRN helicase unwinding, fluorescent forked duplex, kinetic | 360,000 compounds, 0.46% hits | Bifunctional 3'-5' exonuclease/ATP-dependent helicase WRN (Homo sapiens), Q14191 | Potency, µM (top dose mostly 114 µM), without a hit: at the highest dose activity change, negative = inhibition, hits mostly inhibitors; also: potency is read from the fitted curve at half-maximal effect; % is scaled to controls: 0 for no effect and ±100 for the full control effect; nearly all actives have a fitted effect of over 55% in size
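Enzyme (20 nM final) and test compound sit together 15 min at room temperature before substrate addition. Substrate is a single-forked duplex oligonucleotide (100 nM) labelled with fluorophore and quencher, with 2 mM ATP; helicase unwinding raises red fluorescence, read kinetically.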
FUS suppressor: qHTS for Suppressors of FUS Proteinopathy: Primary screen using FUS-linked yeast assay; S. cerevisiae FUS-expressing, growth rescue, OD600, 24 h; Potency, µM (highest dose often 76.6 µM), inactives show at the highest dose growth rescue (activation), most hits filed as activators; 390,000 compounds, 0.24% hits; AID 1347120, 2019;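 also: potency is read from the fitted curve at half-maximal effect; plate controls were DMSO vehicle for no effect and reference control for full effect; nearly all actives have a fitted effect of over 55% in size; some results filed as inactive show a strong effect at the top dose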
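Yeast FUS proteinopathy model; galactose-induced FUS (2%), starting OD 0.005. Cpds in dilution series, 24hr, 30C, 99% humidity. Abs 600 nm growth. Pos ctrl CP55940 (top 92uM final); neg ctrl DMSO.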
aSyn rescue: qHTS of alpha-syn Inhibitors; AID 652106, 2013; Potency, µM (series often up to 46.1 µM), inactives show at the highest dose growth rescue (activation), actives largely listed as activators; Yeast expressing alpha-synuclein, growth rescue, BacTiter-Glo, 24 h; 370,000 compounds, 0.14% hits; also: potency is read from the fitted curve at half-maximal effect; % of control where 0% means no effect; nearly all actives have a fitted effect of over 65% in size
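Screening used galactose-induced yeast with toxic alpha-synuclein levels, exposed to compound for 24 hr at 30 deg C. Cell growth, read with BacTiter-Glo luminescence, gave the measured signal.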
EPAC1 ag: qHTS for Agonist of cAMP-regulated guanine nucleotide exchange factor 3 (EPAC1): primary screen | Rap guanine nucleotide exchange factor 3 (Homo sapiens), O95398 | EPAC1 agonist qHTS, biochemical assay; response scale: 100% = response to 6.5 mM cAMP | Potency, µM (series often up to 154 µM), for inactives: top-dose activation, actives largely listed as activators | 360,000 compounds, 0.073% hits | AID 720707, 2013; also: potency is read from the fitted curve at half-maximal effect; nearly all actives have a fitted effect of over 60% in size
Target sequence (O95398 whole entry, looked up): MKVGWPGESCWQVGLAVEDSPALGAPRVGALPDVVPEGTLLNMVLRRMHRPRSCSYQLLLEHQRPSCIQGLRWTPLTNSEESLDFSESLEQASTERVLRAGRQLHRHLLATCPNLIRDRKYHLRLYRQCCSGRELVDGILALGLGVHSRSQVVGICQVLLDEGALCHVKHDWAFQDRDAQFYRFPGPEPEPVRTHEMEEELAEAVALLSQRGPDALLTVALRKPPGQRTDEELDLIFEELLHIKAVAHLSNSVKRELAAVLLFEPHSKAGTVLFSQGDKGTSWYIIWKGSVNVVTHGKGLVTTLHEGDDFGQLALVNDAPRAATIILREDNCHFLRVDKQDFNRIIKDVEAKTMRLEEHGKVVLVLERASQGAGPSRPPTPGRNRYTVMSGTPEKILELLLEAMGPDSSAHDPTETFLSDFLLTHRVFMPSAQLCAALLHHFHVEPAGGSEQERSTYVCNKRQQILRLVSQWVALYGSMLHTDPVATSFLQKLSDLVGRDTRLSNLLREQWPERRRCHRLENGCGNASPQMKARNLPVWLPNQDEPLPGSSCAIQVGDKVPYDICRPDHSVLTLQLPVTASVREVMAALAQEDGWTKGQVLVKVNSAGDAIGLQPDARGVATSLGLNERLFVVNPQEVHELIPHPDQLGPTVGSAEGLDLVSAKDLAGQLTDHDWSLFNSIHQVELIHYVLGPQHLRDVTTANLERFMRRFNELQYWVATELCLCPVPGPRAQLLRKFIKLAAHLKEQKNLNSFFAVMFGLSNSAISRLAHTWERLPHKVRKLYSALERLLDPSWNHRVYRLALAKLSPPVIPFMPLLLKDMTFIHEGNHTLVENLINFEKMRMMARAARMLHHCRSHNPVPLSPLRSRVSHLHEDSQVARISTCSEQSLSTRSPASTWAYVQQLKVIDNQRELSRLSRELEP
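EPAC1 100 nM, Rap1B–BODIPY-GDP 250 nM, unlabeled GDP 50 uM; compound titration; 5 min RT; kinetic read ex480/em540 at 5-min intervals ×30 min; data normalized to 6.5 mM cAMP agonist control.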
EPAC1 antagonist: qHTS for Antagonist of cAMP-regulated guanine nucleotide exchange factor 3 (EPAC1): primary screen. Rap guanine nucleotide exchange factor 3 (Homo sapiens), O95398. EPAC1 GEF assay, Rap1b-BODIPY-GDP exchange fluorescence. Potency, µM (highest dose often 115 µM), for inactives: at the highest dose activity change, negative = inhibition, most hits filed as inhibitors. 360,000 compounds, 0.14% hits. AID 720709, 2013;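 also: potency is read from the fitted curve at half-maximal effect; plate controls were vehicle for no effect and positive control for full effect; nearly all actives have a fitted effect of over 50% in size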
Abeta yeast res: qHTS for compounds that reverse cellular toxicity of Amyloid beta (A-beta) peptide in yeast: Primary Screen. yeast expressing A-beta42, growth rescue, OD600, 48 h; response scale: 0% DMSO, 100% iron-clioquinol control. Potency, µM (top dose mostly 46.1 µM), for the others: top-dose growth rescue, actives largely listed as activators. 410,000 compounds, 0.063% hits. AID 1347071, 2019; also: potency is read from the fitted curve at half-maximal effect; nearly all actives have a fitted effect of over 55% in size
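Yeast A-beta toxicity model in growth medium with pinned compounds, 48 h at 30 C; growth read as absorbance at 600 nm. Normalized to FeCl3/clioquinol equimolar mix (positive) and DMSO (negative).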
* marks the source's active call; other numbers are inactive results; ? = inconclusive; · = not tested or not shown; [ ] = another dose, or the depositor's remark. Unless noted, calls follow the shape of the dose curve; as a rule, active = well fitted curve in the direction sought with a large enough effect; inconclusive = small, poorly fitted or top-dose-only effect, or another doubt; inactive = no such curve, though single readings can be large; an effect the other way counts as inactive or inconclusive.

SMILES	IL2 activator	PLK1 PBD block	PI5P4Ka inh	WRN inhibitor	FUS suppressor	aSyn rescue	EPAC1 ag	EPAC1 antagonist	Abeta yeast res
Cc1ccc2nc(C)cc(C(=O)Nc3nccs3)c2c1	0.0	2%	-5	-6%	33%	1%	-3%	6%	0%
CCOC(=O)N1CCN(C(=O)Cn2nc(C)n3nc(-c4ccc(OC)cc4)cc3c2=O)CC1	-0.5	2%	-3	-10%	3%	2%	-6%	6%	·
Cc1cccc(OCc2nc3ccccc3c(=O)n2N)c1	-0.2	24µM*	-17	-9%	6%	-8%	3%	3%	2%
O=C(Cc1ccc(Cl)cc1)NCCS(=O)c1ccc(Cl)cc1 (stereo not drawn)	0.1	-3%	2	-1%	-2%	3%	-7%	-12%	5%
Cc1cc2ccccc2nc1SCC(=O)NC1CCCCC1	-3.5	2%	-8	4%	-12%	4%	-5%	2%	10%
COc1cc(S(=O)(=O)Nc2cccc(C)c2)ccc1NC(=O)c1cccnc1	0.5	-1%	-4	-4%	·	?	-7%	-1%	0%
COCCNc1nc(Oc2cccc3ccccc23)c2sccc2n1	-0.5	-1%	26	-10%	33%	18%	8%	-2%	-33%
S=c1nc2c(n[nH]1)c1ccccc1n2CCc1ccccc1	-3.9	?	-18	-13%	5%	-6%	4%	-13%	?
O=C(COC(=O)c1ccc2c(c1)OCCO2)NCCc1ccccc1	1.9	2%	0	3%	·	-10%	-1%	3%	-8%
Cc1cccc(Oc2ccc(N)cc2)c1	-1.0	-5%	·	-19%	22%	17%	2%	-11%	-18%
Cn1c(-c2ccc3c(c2)OCO3)c(C(=O)O)c(=O)c2ccccc21	-3.4	-3%	0	-5%	19%	0%	4%	?	-3%
O=C(CCc1nc2ccccc2c(=O)[nH]1)Nc1nc(-c2cccs2)cs1	2.9	-6%	-5	-4%	-11%	-4%	14%	-4%	-10%
COc1ccccc1OCCC(=O)OCC(=O)Nc1cc(S(=O)(=O)N(C)C)ccc1Cl	-0.9	-3%	4	-13%	11%	-1%	4%	-5%	0%
CC(C)c1ccc(N(CC(=O)NCC2CCCO2)C(=O)Cn2nnc(-c3cccs3)n2)cc1 (stereo not drawn)	1.2	3%	1	0%	?	7%	-8%	-23%	5%
CCCCOC(=O)C(C#N)c1nc2ccccc2nc1N1CCOCC1 (stereo not drawn)	0.1	-2%	1	-2%	-5%	0%	8%	-6%	21%
O=C1OCC(c2ccccc2)=C1c1ccccc1[N+](=O)[O-]	-0.5	2%	2	-5%	11%	10%	1%	-9%	-2%
CC12COC3(C(N)=O)CC1CCC32C (stereo not drawn)	-2.4	-1%	0	-1%	-11%	0%	12%	10%	-4%
O=C(C1=C(O)C(=O)N(CCOCCO)C1c1ccccn1)c1cccs1 (stereo not drawn)	-2.0	-6%	-3	0%	26%	-7%	1%	-1%	16%
COc1ccc2nc(NC(=O)c3cc(C)oc3C)sc2c1	-0.4	-16%	0	-10%	26%	-22%	-1%	-1%	-15%
Cc1cc(C)n2nc(SCc3ccc(F)cc3Cl)nc2n1	-0.9	-10%	-7	4%	10%	-17%	4%	-27%	-9%
COc1ccc(C(=O)NCc2cn3ccccc3n2)cc1	0.3	0%	3	12%	11%	-3%	1%	16%	-5%
CCOc1ccc2nc(-c3ccccc3)nc(SCC(=O)Nc3ncc(C)s3)c2c1	-1.0	-7%	-3	10%	10%	-15%	9%	14%	-11%
COCCNC(=O)c1cn(C)c2ccc(S(=O)(=O)N3CCCCC3)cc2c1=O	0.1	3%	1	-6%	10%	3%	12%	1%	·
Cc1ccc(CSc2nnc(C(F)(F)F)n2Cc2ccc(F)cc2)cc1	-2.9	-4%	·	-5%	35%	20%	-8%	-7%	-10%
Cc1sc(N=Nc2ccc(N(C)C)cc2)[n+]([O-])c1C	-1.3	-4%	?	-14%	11%	-25%	2%	-3%	-32%[inhibitor]
CCCc1nc2ccccc2n1CCOc1ccccc1	-4.3	-15%	1	-4%	2%	-5%	-2%	-18%	10%
Cc1cc(C(=O)NC2CC(C)(C)Cc3c2cnn3-c2ccc(F)cc2)no1 (stereo not drawn)	1.8	9%	1	-4%	33%	0%	0%	?	-1%
CCOC(=O)C1CCN(C(=O)C2CCN(c3nc4ccc(OC)cc4s3)CC2)CC1	-2.8	-6%	·	6%	28%	5%	4%	2%	7%
O=C(N/N=C/c1c[nH]c2ccccc12)c1ccc2c(c1)OCCO2	-1.3	-8%	-4	-2%	1%	-4%	10%	8%	3%
COC(=O)CN(C#N)c1nc(NC(C)C)nc(OC)n1	-1.3	-8%	·	-9%	18%	-8%	5%	-4%	4%
CCOC(=O)c1sc(=S)n(-c2ccccc2)c1N	-0.2	-17%	1	-4%	-14%	2%	-2%	-3%	-8%
CCOC(=O)/C=C1/N(C)c2ccccc2C1(C)C	-0.2	-8%	6	-10%	8%	2%	-1%	-9%	2%
COc1ccc(Cc2nnc(NC(=O)CS(=O)(=O)Cc3ccccc3)s2)cc1	-3.0	-4%	-11	-4%	18%	0%	0%	-2%	16%
CCOC(=O)C(NC(=O)c1cccc(Cl)c1)(Nc1sc2c(c1C(N)=O)CCC2)C(F)(F)F (stereo not drawn)	-2.6	27µM*	-13	5%	33%	-1%	5%	13%	-14%
COc1c(OC2OC(C(=O)O)C(O)C(O)C2O)cc(O)c2c(=O)cc(-c3ccccc3)oc12 (stereo not drawn)	0.1	-14%	-4	-1%	-4%	1%	-1%	-1%	-5%
Cc1c(O)c(S(=O)(=O)c2ccccc2)c(=O)n(-c2ccccc2)c1-c1ccccc1	1.4	-3%	-1	-5%	·	2%	-4%	4%	2%
CCN(CC)CCNC(=O)CS(=O)Cc1nc(-c2ccc(C)cc2)oc1C (stereo not drawn)	-1.9	2%	·	0%	8%	9%	10%	-3%	13%
Cc1ccc(N2CC(C(=O)Nc3cccnc3)CC2=O)cc1C (stereo not drawn)	-0.8	-14%	-7	1%	?	-2%	5%	-3%	9%
COc1ccc(-c2cc(C(F)(F)F)n3nc(C(=O)NCc4ccco4)cc3n2)cc1	-1.6	-10%	·	-24%	8%	6%	9%	-2%	-3%
CCc1ccccc1NC(=S)N(CCN1CCCCC1)Cc1ccco1	-1.6	-7%	-2	-33%	11%	-13%	1%	4%	-1%
CCN1C(=O)Cc2cc(S(=O)(=O)NCCc3ccccc3)ccc21	-0.4	3%	-6	2%	24%	2%	8%	-1%	-1%
Cc1ccc(-c2nnc(-c3ccccc3)o2)cc1	-1.2	-5%	7	3%	27%	-1%	0%	-3%	-21%
COc1ccc(N(C)C(=O)Cc2c(C(=O)O)[nH]c3ccccc23)c(OC)c1	3.1	-7%	0	1%	3%	-1%	8%	8%	5%
Fc1cccc(F)c1/C=C/c1ccc2ccccc2n1	-0.2	0%	11	-20%	·	-15%	0%	-15%	-20%
COCCNC(=O)C1CC(c2cccc([N+](=O)[O-])c2)=NO1 (stereo not drawn)	0.5	-8%	-5	-3%	6%	-4%	-2%	19%	9%
CCOc1ccc(C(=O)n2cc(C(=O)OC)c3ccccc32)cc1OCC	0.7	-7%	5	1%	30%	-1%	7%	-5%	-10%
C/C(=N/NC(=O)CNC(=O)c1cccnc1)c1ccc([N+](=O)[O-])cc1	1.0	-16%	3	-3%	19%	1%	-2%	-12%	-9%
O=C(Nc1ccc(F)cc1)c1cccc(N2C(=O)C3C4CCC(C4)C3C2=O)c1 (stereo not drawn)	-0.6	-3%	11	-6%	12%	11%	-4%	-27%	28%
CCOC(=O)N1CCN(CC(O)c2c[nH]c3ccccc23)CC1 (stereo not drawn)	-5.3	0%	-9	13%	36%	-4%	0%	3%	-7%
CC1=CC(C)(C)NC(=S)N1C(C)c1ccccc1 (stereo not drawn)	0.3	-5%	-2	5%	-4%	-7%	-7%	15%	10µM*

Looked up by compound from above, three records:
SMILES	IL2 activator	PLK1 PBD block	PI5P4Ka inh	WRN inhibitor	FUS suppressor	aSyn rescue	EPAC1 ag	EPAC1 antagonist	Abeta yeast res
COc1ccc(N(C)C(=O)Cc2c(C(=O)O)[nH]c3ccccc23)c(OC)c1	3.1	-7%	0	1%	3%	-1%	8%	8%	5%
S=c1nc2c(n[nH]1)c1ccccc1n2CCc1ccccc1	-3.9	?	-18	-13%	5%	-6%	4%	-13%	?
O=C(Cc1ccc(Cl)cc1)NCCS(=O)c1ccc(Cl)cc1 (stereo not drawn)	0.1	-3%	2	-1%	-2%	3%	-7%	-12%	5%

Other records
SMILES	IL2 activator	PLK1 PBD block	PI5P4Ka inh	WRN inhibitor	FUS suppressor	aSyn rescue	EPAC1 ag	EPAC1 antagonist	Abeta yeast res
CCN(CC)S(=O)(=O)c1ccc(N2CCN(C)CC2)c(NC(=O)Nc2ccccc2F)c1	-1.2	9%	11	-7%	-14%	4%	3%	3%	-8%
Cc1ccc(N/N=C/c2c(C)c(C#N)c(=O)n(C)c2O)cc1C	-3.1	24µM*	-54*	?	27%	-6%	15%	-11%	-15%
Cc1ccc(S(=O)(=O)N(CC(=O)N2CCC(C)CC2)Cc2ccccc2F)cc1	-2.9	-3%	·	-12%	37%	13%	18%	-11%	16%
Cc1ccc2cc(CN(Cc3ccco3)C(=O)NCc3ccccc3)c(=O)[nH]c2c1C	-0.7	-4%	6	1%	16%	1%	-2%	13%	7%
